From PubChem BioAssay
ERAP1 HTS inh: human ERAP1 aminopeptidase inhibitors, primary screen, biochemical, single point, plate reader; recombinant ERAP1, Leu-AMC fluorescence, 60 min; inhibition, % at 10.7 µM; actives 0.15% (n = 340,000); AID 652197, 2013;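 active = mean replicate inhibition of at least 30%, or all replicates individually reaching that 30% level; inactive = mean below 30% and not every replicate reaching it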;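 note: 0% = neutral control wells and 100% = L-leucinethiol positive control wells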
ERp5 block: inhibitors of ERp5-driven insulin aggregation, primary screen, biochemical, turbidity, absorbance 650 nm, single point | Protein disulfide-isomerase A6 (Homo sapiens), Q15084 | 90 min | inhibition, % at 9.99 µM | actives 0.05% (n = 350,000) | AID 651711, 2012;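 active = mean replicate inhibition above about 25%, with every replicate also reaching it, limit read from the data, passing the limit was not always enough; inconclusive = only one of those two criteria met; inactive = neither criterion met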
Target sequence (Q15084 whole entry, looked up): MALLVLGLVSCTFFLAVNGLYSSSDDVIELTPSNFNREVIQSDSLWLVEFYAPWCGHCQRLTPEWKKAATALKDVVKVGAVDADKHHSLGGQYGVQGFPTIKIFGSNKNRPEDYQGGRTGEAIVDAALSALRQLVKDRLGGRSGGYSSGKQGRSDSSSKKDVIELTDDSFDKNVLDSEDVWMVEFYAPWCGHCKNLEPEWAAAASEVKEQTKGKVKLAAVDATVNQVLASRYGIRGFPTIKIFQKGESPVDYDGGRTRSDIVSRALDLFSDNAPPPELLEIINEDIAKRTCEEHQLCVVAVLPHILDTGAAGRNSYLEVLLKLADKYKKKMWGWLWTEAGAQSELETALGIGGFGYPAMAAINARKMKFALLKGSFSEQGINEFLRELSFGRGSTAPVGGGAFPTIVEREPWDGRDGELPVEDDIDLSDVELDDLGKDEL
Casp6 inh: human caspase-6 inhibitors, primary screen, biochemical, VEID-R110 fluorescence, single point, set 2 | P55212 | purified caspase-6, Z-VEID-R110 cleavage fluorescence | inhibition, % at 12.5 µM | actives 0.53% (n = 350,000);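 active = mean inhibition across replicates at least about 35%, with every replicate also reaching that limit, limit read from the data; inconclusive = only one of the two criteria met; inactive = neither criterion met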;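 note: 0% = median of neutral control wells and 100% = no fluorescence left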
Target sequence (P55212 24-179 limits assumed): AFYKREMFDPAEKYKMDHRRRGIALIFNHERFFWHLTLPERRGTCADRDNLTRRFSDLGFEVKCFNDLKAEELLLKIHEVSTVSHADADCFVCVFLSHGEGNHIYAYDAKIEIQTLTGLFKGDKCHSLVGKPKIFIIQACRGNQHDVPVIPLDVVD
Target sequence (P55212 194-293 limits assumed): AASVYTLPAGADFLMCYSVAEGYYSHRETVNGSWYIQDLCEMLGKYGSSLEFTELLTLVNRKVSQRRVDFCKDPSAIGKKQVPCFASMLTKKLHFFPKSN
SIRT5 block: SIRT5 desuccinylase inhibitors, primary screen, biochemical, fluorescence imaging, single point, set 5; Purified SirT5, succinyl-peptide AMC, trypsin-coupled fluorescence; actives 1.1% (n = 330,000); inhibition, % at 15 µM; in the data active = inhibition above about 15%; inconclusive = no clear call, values can overlap the other calls
F508del corr: F508del CFTR correction, initial screen, CFBE line, single point; activity (quench increase), % at 7.58 µM; CFBE cells, YFP halide quenching; stimulated with forskolin plus potentiator P3; % fluorescence drop versus neutral controls; AID 720511, 2013; actives 0.36% (n = 350,000);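 active = mean added fluorescence quench of at least 8% versus neutral control, with both replicates also reaching 8%; inconclusive = only one of the mean or replicate conditions met; inactive = mean below 8% and not both replicates reaching 8%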;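 note: cells transiently co-express mutant CFTR-F508del with the halide-sensitive YFP; corrector assay measuring rescue of mutant channel to the surface after 24 h compound exposure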
DENV2 CPE rescue: inhibitors of DENV2 cytopathic effect, primary screen, cell-based, plate reader, single concentration. DENV2-infected cells, cytopathic effect rescue. CPE inhibition, % at 9.99 µM. actives 1.7% (n = 350,000). AID 651640, 2012; in the data active = CPE inhibition above about 20%, passing the limit was not always enough; inconclusive = no clear call, values can overlap the other calls; tested in BHK-21 cells;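 note: 0% = median of neutral control wells and 100% = median of positive control wells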
miR122 inh: miR-122 Renilla sensor signal increase in Huh7, primary screen, miR-122 inhibitor project, cell-based, single point, plate reader; Huh7 miR-122 Renilla luciferase sensor, 48 h; neutral wells = 0, positive control = 100; activation (reporter increase), % at 12.5 µM; actives 0.3% (n = 340,000); AID 602342, 2012;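 active = mean replicate activation score at least 90 and every replicate individually at or above 90; inconclusive = only one of the two criteria met; inactive = neither criterion met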;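 note: higher luciferase means less miR-122 activity so hits act as miR-122 inhibitors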
Active calls of the source: *; ? = inconclusive; nt = no result given; & = joins results of further samples. An excerpt; rates above refer to the full screens.

SMILES	miR122 inh	F508del corr	Casp6 inh	ERp5 block	SIRT5 block	ERAP1 HTS inh	DENV2 CPE rescue
C[C@]12CCC(=O)C=C1CCC1C2CC[C@@]2(C)C1CC[C@@H]2O (some centres not stated)	-9	1.4	-3	-12	-4	-1	-8
CCCCn1nnnc1C(c1ccc(OC)cc1)N1CCC2(CC1)C(=O)NCN2c1ccccc1 (configuration not stated)	22	-0.8	4	-1	2	nt	-5
C[C@]12CCC(=O)C=C1CC[C@@H]1[C@@H]2C(=O)C[C@]2(C)C(=O)CC[C@@H]12	-5	3.6	0	0	-3	-3	-6
COc1ccc(C(=O)OC2C[C@H]3CC[C@@H](C2)N3O)cc1OC (some centres not stated)	nt	0.5	-1	-1	-1	3	1
CN1C(=O)CN=C(c2ccccc2Cl)c2cc(Br)ccc21	-3	-0.1	-5	2	-1	3	2
CCOC(=O)c1cnc(SCc2ccc(Cl)c(Cl)c2)nc1N1CC1	-2	-0.5	-5	-1	-1	-5	1
CC1CCC(NCCc2ccc3c(c2)OCO3)CC1 (configuration not stated)	nt	-0.7	-6	4	-3	3	nt
CCCCCn1c(=O)c(C(=O)NCc2ccc(Cl)cc2)c(O)c2ccccc21	-2	-0.2	-1	2	1	-4	-13
Cc1ncc(CNC(=O)N(CCCl)N=O)c(N)n1	2	-1.6	-2	4	-3	0	-6
COC(=O)C1=C(c2ccc(OCc3ccccc3)cc2)C[C@@H]2CC[C@H]1N2C(=O)NCc1cccc(C(F)(F)F)c1	3	3.1	-7	1	nt	-1	nt
COC(=O)C1=C(c2ccc(OC)c(OC)c2)C[C@@H]2CC[C@H]1N2C(=O)N1CCCC1	-1	-6.5	0	1	2	0	3
CCN(CC)P(=O)(NC(=O)c1cccn1C)N(CC)CC	-4	1.6	6	-1	-1	14	-2
O=C1NC(=O)C(=Cc2ccc(OCC(=O)N3CCOCC3)cc2)C(=O)N1	nt	-2.5	2	-1	0	0	64*
COC(=O)[C@@H](c1ccccc1)C1CCCCN1 (some centres not stated)	1	3.0	6	1	nt	2	1
CN1C2CCC1C(COC(=O)c1ccccc1)C(O)C2 (configuration not stated)	nt	3.9	-8	-12	-4	0	-1

Overlap with the part before: 4 compounds, then new ones.
SMILES	miR122 inh	F508del corr	Casp6 inh	ERp5 block	SIRT5 block	ERAP1 HTS inh	DENV2 CPE rescue
CCN(CC)P(=O)(NC(=O)c1cccn1C)N(CC)CC	-4	1.6	6	-1	-1	14	-2
O=C1NC(=O)C(=Cc2ccc(OCC(=O)N3CCOCC3)cc2)C(=O)N1	nt	-2.5	2	-1	0	0	64*
COC(=O)[C@@H](c1ccccc1)C1CCCCN1 (some centres not stated)	1	3.0	6	1	nt	2	1
CN1C2CCC1C(COC(=O)c1ccccc1)C(O)C2 (configuration not stated)	nt	3.9	-8	-12	-4	0	-1
Cc1cc(OCC(=O)N2CCN(CC(=O)N3CCOCC3)CC2)c(C(C)C)cc1Cl	nt	-1.5	-4	4	-5	-2	6
CS(=O)(=O)N1CCC2CCNC2C1 (configuration not stated)	nt	-0.5	0	1	-2	3	-6
CN(C)CCN(C(=O)COc1ccc(Cl)cc1)c1nc2cc3c(cc2s1)OCO3	0	-2.5	-6	5	-3	1	-6
COc1ccccc1OCC#CCN1CCCC1	-8	-0.4	-1	-2	1	-3	-2
O=c1[nH]c(=S)n(-c2ccccc2F)c(O)c1C=NCCN1CCNCC1	3	1.4	-51	-2	-3	-2	2
O=c1[nH]sc2cc(F)ccc12	nt	-3.9	4	-3	-6	31*	nt
C[C@@H]1O[C@@H](O[C@@H]2C=C3CC[C@@H]4C(CC[C@]5(C)[C@@H](c6ccc(=O)oc6)CC[C@]45O)[C@@]3(C)CC2)[C@H](O)[C@H](O)[C@H]1O (some centres not stated)	-25	24*	nt	6	nt	-1	-6
CC[C@H]1CN2CCC1C[C@H]2[C@H](O)c1ccnc2ccc(OC)cc12 (some centres not stated)	2	9.8*	4	5	1	-3	0
CC(=O)c1cn(CC(=O)NCCc2c[nH]c3ccccc23)c2ccccc12	-1	0.4	1	-7	nt	1	-2
CN1CCN(c2cc([N+](=O)[O-])ccc2Cl)CC1	nt	-2.7	-2	0	-1	0	0
CCCCCc1nc2c(c(=O)c3ccccc3n2C)c(=O)n1C1CCCCCC1	nt	-3.5	4	3	4	-3	-10
COc1ccc2c(c1)C1OCCNC1CC2 (configuration not stated)	nt	-2.0	-2	1	0	7	-6
COc1cc(C2c3cc4c(cc3CC3COC(=O)C32)OCO4)cc(OC)c1O (configuration not stated)	nt	1.0	1	3	-9	3	3
O=c1[nH]c(=S)n(C2CC2)c(O)c1C=NCCN1CCOCC1	nt	0.2	0	5	-2	1	1
CC(=O)C1=C(C)OC(N)=C(C(=O)OC(C)C)C12C(=O)Nc1ccccc12 (configuration not stated)	-1	1.4	3	3	6	1	nt
O=C(O)C(Cc1cnc[nH]1)NS(=O)(=O)c1ccc(Br)cc1 (configuration not stated)	nt	-1.0	-8	0	-3	-3	5
COC(=O)C1=C(c2cccc(C#N)c2)C[C@@H]2CC[C@H]1N2C(=O)NC1CC1	-1	-1.9	-2	-4	0	3	15
CC(C)CN1CCN(Cc2cccc3c2OCO3)CC1CCO (configuration not stated)	nt	-0.6	18	1	-8	-2	-8
CCCCn1nnnc1C(CCc1ccccc1)N1CCC2(CC1)C(=O)NCN2c1ccccc1 (configuration not stated)	10	0.0	0	5	1	nt	5
CN1/C(=C\C=C2C(=O)NC(=S)NC2=O)C(C)(C)c2ccccc21	-5	0.9	6	10	-9	3	nt
FC(F)(F)c1cccc(NC2=NCCCS2)c1	0	-1.1	0	3	-3	-2	-5
COC(=O)C1=C(c2ccc(F)cc2OCc2ccccc2)C[C@@H]2CC[C@H]1N2C(=O)NCc1ccc(Cl)cc1	nt	-1.9	-3	-4	0	6	91*
O=C1NC(=O)C(=Cc2ccc(SC3CCCCC3)o2)C(=O)N1	nt	nt	67*	6	-5	6	-2
NNCc1cccc(O)c1	1	-1.0	-3	10	-2	-2	-7
Cc1cc(C(=O)OCC(=O)Nc2cccc(F)c2)c(C)n1C1CC1	nt	-4.4	2	1	-3	-2	-1
CN1CC[C@]23c4c5ccc(OC6OC(C(=O)O)[C@@H](O)C(O)[C@H]6O)c4OC2C(O)C=CC3[C@H]1C5 (some centres not stated)	-1	0.4	1	2	nt	-3	-4
CC(C)(C)n1nnnc1C(CCc1ccccc1)N1CCC2(CC1)C(=O)NCN2c1ccccc1 (configuration not stated)	-8	1.3	1	-1	-1	nt	9
CCC(=Nc1ccc2c(c1)CCC2)c1c(O)n(-c2ccc(OC)cc2)c(=O)[nH]c1=O	nt	-2.6	1	4	-4	1	3
CN(C)C(=O)Oc1ccc(-c2nnco2)cc1	-2	-6.9	-2	0	nt	nt	0
CCCOC(=O)c1ccc(-[n+]2c(-c3ccccc3)cc(-c3ccccc3)cc2-c2ccccc2)cc1	-11	0.4	4	-1	nt	nt	13
C[C@H]1CN([C@@H](C)CO)C(=O)CCCn2nncc2CO[C@@H]1CN(C)C(=O)Oc1ccccc1	0	0.7&-2.8	1&-1	0&-6	-1&-5	-2&1	?
COc1cccc2c1C(=O)c1c(O)c3c(c(O)c1C2=O)CC(O)(C(C)=NO)CC3OC1CC(N)C(O)C(C)O1 (configuration not stated)	-4	1.0	11	-4	-1	33*	-7
Cn1cc2c([N+](=O)[O-])cc([N+](=O)[O-])cc2n1	nt	-0.6	4	7	-1	5	nt
CCN(CCCl)Cc1ccccc1Br	-2	1.1	3	6	-4	-1	0
COC(=O)C1CC(OC(C)=O)C(=O)[C@H]2C1(C)CC[C@H]1C(=O)OC(c3ccoc3)CC12C (some centres not stated)	nt	-0.6	-1	1	nt	-1	-4
CNCCc1c[nH]c2ccc(O)cc12	-4	-0.7	-10	3	-5	-2	-4
COC(=O)CCCCC1SCC(NC(=O)c2ccccc2)C1Cl (configuration not stated)	-4	-4.7	-6	2	-9	0	nt
Cc1cc(OC(=O)c2cccs2)c2c3c(c(=O)oc2c1)CCCC3	0	nt	0	3	-3	5	-6
O=C1NCN(c2ccccc2)C12CCN(C(c1cc3ccccc3o1)c1nnnn1-c1ccc3c(c1)OCCO3)CC2 (configuration not stated)	-1	-0.5	1	-5	-2	nt	11
O=C1NC(=O)N(c2ccc3c(c2)OCO3)C(=O)/C1=C\c1ccc(-c2ccccc2C(=O)O)o1	nt	-1.3	43*	-1	5	nt	-6
O=c1[nH]c(=O)n(CCc2ccc(F)cc2)c(O)c1/C=N/N1CCCCC1	nt	1.1	2	-1	-2	nt	4

Entries of single compounds as entered above. Values in the order: miR122 inh | F508del corr | Casp6 inh | ERp5 block | SIRT5 block | ERAP1 HTS inh | DENV2 CPE rescue
Entry for O=C1NC(=O)N(c2ccc3c(c2)OCO3)C(=O)/C1=C\c1ccc(-c2ccccc2C(=O)O)o1 = nt | -1.3 | 43* | -1 | 5 | nt | -6
Entry for O=c1[nH]c(=O)n(CCc2ccc(F)cc2)c(O)c1/C=N/N1CCCCC1 = nt | 1.1 | 2 | -1 | -2 | nt | 4
Entry for C[C@H]1CN([C@@H](C)CO)C(=O)CCCn2nncc2CO[C@@H]1CN(C)C(=O)Oc1ccccc1 = 0 | 0.7&-2.8 | 1&-1 | 0&-6 | -1&-5 | -2&1 | ?

Part of the list above, with two lines to a compound.
Values run as follows: miR122 inh	F508del corr	Casp6 inh	ERp5 block	SIRT5 block	ERAP1 HTS inh	DENV2 CPE rescue
> COC(=O)CCCCC1SCC(NC(=O)c2ccccc2)C1Cl (configuration not stated)
→ -4	-4.7	-6	2	-9	0	nt
> CNCCc1c[nH]c2ccc(O)cc12
→ -4	-0.7	-10	3	-5	-2	-4
> Cc1cc(OC(=O)c2cccs2)c2c3c(c(=O)oc2c1)CCCC3
→ 0	nt	0	3	-3	5	-6
> CCN(CCCl)Cc1ccccc1Br
→ -2	1.1	3	6	-4	-1	0
> O=c1[nH]c(=O)n(CCc2ccc(F)cc2)c(O)c1/C=N/N1CCCCC1
→ nt	1.1	2	-1	-2	nt	4
